Assay outcomes (PubChem BioAssay)
DDE Tn6 FP inh: inhibitors of Tn6 peptide binding to fibrin DD(E), primary screen, biochemical, fluorescence polarization, human fibrin, Tn6 probe; Fibrinogen beta chain (Homo sapiens), P02675; Fibrin DD(E) TRITC-Tn6 fluorescence polarization displacement; inhibition, % at 8.3 µM; hit rate 0.21% among 370,000;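 active = inhibition above a per-campaign cutoff: mean of compounds within control limits plus 3 SD, cut at about 15% in these data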;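 also: 0% = median of all compound wells on the plate and 100% = blocking peptide control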
LEDGF integ inh: blockers of LEDGF/p75-dependent integrase strand transfer – biochemical, TR-FRET, high throughput, primary screen | HIV-1 integrase (with human LEDGF/p75) | inhibition, % at 3.7 µM | TR-FRET IN-LEDGF/p75 DNA integration, Eu/Cy5 | hit rate 0.64% among 370,000;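 active = inhibition above the screen-wide mean plus 3 SD, cut at about 13% in these data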;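 also: signal is the Cy5 over europium emission ratio at 671 and 618 nm; 0% = plate median of compound wells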
MBD2 inh: inhibitors of MBD2 binding to methylated DNA, primary screen, biochemical, TR-FRET, DNA-binding domain, human. inhibition, % at 4.4 µM. Methyl-CpG-binding domain protein 2 (Homo sapiens), Q9UBB5. hit rate 0.31% among 370,000. MBD2 binding to methylated oligonucleotide. AID 686964, 2013; in the data active = inhibition above about 13%
SIAE inh: human SIAE inhibitors, primary screen, biochemical, fluorescence polarization, FP-Rh probe, 1536-well HTS; Sialate O-acetylesterase (Homo sapiens), Q9HAT2; SIAE FP-Rh probe binding; inhibition, % at 9.66 µM; hit rate 0.69% among 370,000; AID 1053197, 2014;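 active = inhibition above a cutoff: mean of compounds within the control limits plus 3 SD of those, cut at about 17% in these data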;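 also: 0% = plate median of compound wells and 100% = probe without SIAE protein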
Target sequence (Q9HAT2 whole entry, looked up): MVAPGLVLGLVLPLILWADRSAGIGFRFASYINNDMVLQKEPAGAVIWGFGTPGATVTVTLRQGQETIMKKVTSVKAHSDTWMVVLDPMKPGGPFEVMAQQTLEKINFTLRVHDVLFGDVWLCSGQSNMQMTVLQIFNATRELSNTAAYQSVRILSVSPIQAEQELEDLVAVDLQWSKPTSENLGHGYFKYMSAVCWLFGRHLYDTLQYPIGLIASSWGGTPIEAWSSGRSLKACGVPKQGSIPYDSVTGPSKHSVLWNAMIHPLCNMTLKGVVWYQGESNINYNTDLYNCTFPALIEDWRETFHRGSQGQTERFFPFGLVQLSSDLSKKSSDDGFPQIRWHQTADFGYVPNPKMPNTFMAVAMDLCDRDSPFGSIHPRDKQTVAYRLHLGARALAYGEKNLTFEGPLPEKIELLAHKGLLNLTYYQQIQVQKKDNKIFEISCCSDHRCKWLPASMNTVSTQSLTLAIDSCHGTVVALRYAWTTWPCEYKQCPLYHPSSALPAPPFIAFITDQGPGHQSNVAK
proKLK7 act: proKLK7 zymogen activators, primary screen, biochemical, fluorescence intensity; hit rate 0.9% among 370,000; purified proKLK7, EDANS-DABCYL substrate fluorescence; 100% is mature enzyme control, 0% vehicle; activation, % at 7 µM; Kallikrein-7 (Homo sapiens), P49862;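 active = activation above the mean of all tested compounds plus 3 SD, computed per campaign excluding outliers beyond control limits, cut at about 13% in these data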
Target sequence (P49862 whole entry, looked up): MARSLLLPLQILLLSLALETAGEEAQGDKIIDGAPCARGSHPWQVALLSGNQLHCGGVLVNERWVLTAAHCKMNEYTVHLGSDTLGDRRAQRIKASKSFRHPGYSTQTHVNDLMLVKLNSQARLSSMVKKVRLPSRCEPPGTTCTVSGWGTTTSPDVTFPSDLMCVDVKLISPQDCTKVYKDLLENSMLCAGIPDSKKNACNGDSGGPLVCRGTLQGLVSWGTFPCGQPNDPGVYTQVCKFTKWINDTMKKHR
TCR CD3 inh: inhibitors of human TCR-CD3 interaction, primary screen, biochemical, fluorescence, TAMRA-labeled TCR probe; T-cell receptor (TCR); inhibition, % at 9.4 µM; hit rate 0.37% among 360,000; in the data active = inhibition above about 19%;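 also: recombinant mutant TCR 2C K166C tagged with TAMRA read by polarization; 0% = receptor in buffer alone and 100% = receptor with positive control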
TDP2 inh: human TDP2 enzyme inhibitors, primary screen, biochemical, epi absorbance, recombinant enzyme | hit rate 0.34% among 370,000 | Tyrosyl-DNA phosphodiesterase 2 (Homo sapiens), O95551 | inhibition, % at 12.8 µM | T5PNP hydrolysis, p-nitrophenol absorbance 415 nm;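 active = inhibition above the mean of all tested compounds plus 3 SD, set per campaign, cut at about 25% in these data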;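 also: 0% = DMSO with enzyme and 100% = buffer with substrate but no TDP2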
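System – recombinant human TDP2 · Quantity – TDP2 enzyme at 120 nM final · Doses – single concentration, 12.8 µM nominal, with 1% DMSO · Incubation – 2 h at 37 °C · Measured by – epi absorbance of p-nitrophenol freed from T5PNP by hydrolysis · Read-out – % inhibition relative to enzyme-containing and enzyme-free wells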
Tn7 DDE FP: inhibitors of Tn7 peptide binding to fibrin DD(E), primary screen, biochemical, fluorescence polarization, human fibrin, Tn7 probe. Fibrinogen beta chain (Homo sapiens), P02675. FP displacement of FITC-Tn7 peptide from fibrin DD(E); 0% = median of compound wells per plate. inhibition, % at 8.3 µM. hit rate 0.13% among 370,000. AID 720508, 2013;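 active = inhibition above the mean of compounds falling within the control limits plus 3 SD of them, cut at about 14% in these data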;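 also: 0% = plate median of compound wells and 100% = 10 µM Aha-Tn7 peptide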
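assay system = human clot-derived fibrin DD(E) complex | quantity = Fibrin-DD(E) at 2 µM final | timing = 10 min preincubation, 3 h with tracer, room temperature | signal = fluorescence polarization | measure = percent inhibition | benchmarks = high control wells with 10 µM unlabelled Aha-Tn7 peptide (full inhibition) | replicates = singlicate testing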
UHRF1 binding: UHRF1 methylated DNA binding inhibitors, primary screen, counter-screen for MBD2 inhibitor project, biochemical, TR-FRET, human UHRF1, single concentration. E3 ubiquitin-protein ligase UHRF1 (Homo sapiens), Q96T88. UHRF1 binding to methylated oligo. hit rate 0.75% among 370,000. inhibition, % at 4.4 µM; in the data active = inhibition above about 21%;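 also: UHRF1 SRA domain binding a hemimethylated CpG hairpin DNA probe; 0% = median of test compound wells and 100% = reference inhibitor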
PRMT1 inh: PRMT1 methyltransferase inhibitors, primary screen, biochemical, fluorescence polarization; Protein arginine N-methyltransferase 1 (Homo sapiens), Q99873; recombinant PRMT1, activity-based probe fluorescence polarization; hit rate 1.3% among 370,000; inhibition, % at 2.79 µM;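 active = inhibition above about 21% made by adding two undisclosed values, limit read from the data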
* = called active by the depositor; · = no result given.

1. CC1CCc2nc(NC(=O)c3ccc(N4C(=O)CCC4=O)cc3)sc2C1 (configuration not stated)
2. COCCNCCCCOc1c(Cl)cc(C)cc1Br
3. Cc1cnnn1-c1ccc([N+](=O)[O-])cc1
4. COc1ccc(-c2[nH]ncc2/C=N/NC(=O)c2cc(Br)ccc2O)c(OC)c1
5. Cc1ccc(S(=O)(=O)n2cc(-c3ccccc3)c(N)n2)cc1
6. CCC1CCC2(CC1)NC(CO)(CO)CO2 (configuration not stated)
7. Cc1cc(/C=C2\SC(=Nc3ccccc3)NC2=O)c(C)n1-c1ccc(S(N)(=O)=O)cc1
8. Cc1ccc(CNC(=O)Cn2cnc(C(=O)Nc3ccc(C)c(C)c3)n2)o1

screen / no.	1	2	3	4	5	6	7	8
DDE Tn6 FP inh	-2	-4	1	1	0	5	-3	8
LEDGF integ inh	5	4	0	1	-5	-1	2	0
MBD2 inh	-8	4	0	-5	-1	1	-3	3
SIAE inh	-12	-3	1	6	-5	2	-4	3
proKLK7 act	2.1	-0.6	0.0	0.9	0.2	0.9	-0.4	0.1
TCR CD3 inh	3	3	3	3	0	1	0	9
TDP2 inh	-9	-6	5	-3	-2	4	-2	2
Tn7 DDE FP	-5	-3	2	-3	-4	1	8	2
UHRF1 binding	-2	0	-2	-5	0	1	13	1
PRMT1 inh	-2	-1	-2	-2	-1	-2	1	-1

9. COc1ccc2cc(C(=O)NCc3ccco3)c(=O)oc2c1
10. O=C(NCCCn1ccnc1)C(Cc1ccc([N+](=O)[O-])cc1)N1C(=O)c2ccccc2C1=O (configuration not stated)
11. O=C(COC(=O)CNC(=O)c1ccccc1)NC(=O)NC1CCCCC1
12. O=C(Nc1cccc(C(F)(F)F)c1)c1csc(COCCO)n1
13. CCC(=O)c1cn(CC(=O)Nc2ccc(C)cc2)c2ccccc12
14. O=[N+]([O-])c1cc(C(F)(F)F)ccc1Oc1cccnc1[N+](=O)[O-]
15. C=CCn1c(SCC(=O)Nc2cc(C)cc(C)c2)nnc1-c1cnccn1
16. Clc1ccc(-c2nc(NCCCN3CCOCC3)c3ccccc3n2)cc1

screen / no.	9	10	11	12	13	14	15	16
DDE Tn6 FP inh	2	-3	5	-8	0	5	5	6
LEDGF integ inh	3	2	1	4	3	0	-2	7
MBD2 inh	0	-1	2	7	-4	1	-10	-6
SIAE inh	-5	11	-3	-1	7	-1	-1	3
proKLK7 act	-25	0.1	-0.6	-0.5	-0.2	-0.4	0.7	0.3
TCR CD3 inh	5	3	0	-6	2	8	2	2
TDP2 inh	-6	10	-2	-1	-1	-2	9	-11
Tn7 DDE FP	5	4	1	-2	-1	-6	7	2
UHRF1 binding	-12	-1	3	2	-1	1	-6	1
PRMT1 inh	-2	-4	4	4	-2	-2	2	-4

Some of the entries so far, in markdown.
| nr | canonical_smiles | DDE Tn6 FP inh | LEDGF integ inh | MBD2 inh | SIAE inh | proKLK7 act | TCR CD3 inh | TDP2 inh | Tn7 DDE FP | UHRF1 binding | PRMT1 inh |
| --- | --- | --- | --- | --- | --- | --- | --- | --- | --- | --- | --- |
| 9 | COc1ccc2cc(C(=O)NCc3ccco3)c(=O)oc2c1 | 2 | 3 | 0 | -5 | -25 | 5 | -6 | 5 | -12 | -2 |
| 10 | O=C(NCCCn1ccnc1)C(Cc1ccc([N+](=O)[O-])cc1)N1C(=O)c2ccccc2C1=O (configuration not stated) | -3 | 2 | -1 | 11 | 0.1 | 3 | 10 | 4 | -1 | -4 |
| 11 | O=C(COC(=O)CNC(=O)c1ccccc1)NC(=O)NC1CCCCC1 | 5 | 1 | 2 | -3 | -0.6 | 0 | -2 | 1 | 3 | 4 |
| 12 | O=C(Nc1cccc(C(F)(F)F)c1)c1csc(COCCO)n1 | -8 | 4 | 7 | -1 | -0.5 | -6 | -1 | -2 | 2 | 4 |
| 13 | CCC(=O)c1cn(CC(=O)Nc2ccc(C)cc2)c2ccccc12 | 0 | 3 | -4 | 7 | -0.2 | 2 | -1 | -1 | -1 | -2 |
| 14 | O=[N+]([O-])c1cc(C(F)(F)F)ccc1Oc1cccnc1[N+](=O)[O-] | 5 | 0 | 1 | -1 | -0.4 | 8 | -2 | -6 | 1 | -2 |
| 15 | C=CCn1c(SCC(=O)Nc2cc(C)cc(C)c2)nnc1-c1cnccn1 | 5 | -2 | -10 | -1 | 0.7 | 2 | 9 | 7 | -6 | 2 |
| 16 | Clc1ccc(-c2nc(NCCCN3CCOCC3)c3ccccc3n2)cc1 | 6 | 7 | -6 | 3 | 0.3 | 2 | -11 | 2 | 1 | -4 |

Next part.
17. CC(Oc1ccc(Br)cc1)C(=O)N1CCC(C(N)=O)CC1 (configuration not stated)
18. Cc1ccc(N2CCN(C(=O)c3cccs3)CC2)c(C)c1
19. C/C(=N\OCC(=O)Nc1c(C)cc(C)cc1C)c1ccc2c(c1)OCCO2
20. CCN(CC)CCCNC(=O)CCC(=O)Nc1ccc2nc(N3CCCCC3)cc(C)c2c1
21. CC1=C(C(=O)OCc2ccccc2)C(c2ccc3c(c2)OCO3)NC(=O)N1CCCC(=O)O (configuration not stated)
22. Cc1ccc(C23CC4CC(CC(C(=O)NC(C)C(N)=O)(C4)C2)C3)cc1 (configuration not stated)
23. CCOc1ccccc1-n1c(SCC(=O)N(CC)CC)nnc1-c1ccccn1
24. COc1cccc(-c2nc(CS(=O)(=O)CC(=O)NCCCN3CCOCC3)c(C)o2)c1

screen / no.	17	18	19	20	21	22	23	24
DDE Tn6 FP inh	-3	3	2	-9	-4	-5	-5	4
LEDGF integ inh	1	8	0	-6	-1	1	-5	1
MBD2 inh	0	3	3	-5	5	2	-1	2
SIAE inh	-1	-6	3	6	1	3	0	-3
proKLK7 act	0.0	0.2	-0.5	5.0	0.8	0.0	0.9	-0.6
TCR CD3 inh	-8	3	1	-8	2	-1	-4	9
TDP2 inh	-11	-16	0	-2	2	7	-7	7
Tn7 DDE FP	-2	2	4	6	-1	1	3	4
UHRF1 binding	3	1	-3	1	-1	0	0	15
PRMT1 inh	-1	-4	-3	5	-1	-1	2	-1

Reprinted from the part before: two compounds, followed by the next part.
23. CCOc1ccccc1-n1c(SCC(=O)N(CC)CC)nnc1-c1ccccn1
24. COc1cccc(-c2nc(CS(=O)(=O)CC(=O)NCCCN3CCOCC3)c(C)o2)c1
25. O=C(O)C1CC(=O)N(Cc2cccs2)C1 (configuration not stated)
26. CC(C)Oc1cc(F)ccc1-c1cc(C(=O)NCc2cccnc2)[nH]n1
27. c1ccc(CSC2=NNC(c3ccccn3)S2)cc1 (configuration not stated)
28. C[C@H]1C(=O)N(C)CCN1Cc1cn(C)nc1-c1ccc(Oc2ccccc2)cc1
29. CCOc1cc(C)c(Cl)cc1S(=O)(=O)n1nnc2ccccc21
30. CC(C)C(=O)NC(=S)Nc1nnn(C)n1
31. CCCCN1CN2CCc3ccccc3C2CS1(=O)=O (configuration not stated)
32. Cc1cccc(CC2S/C(=N/c3ccccn3)NC2=O)c1 (configuration not stated)

screen / no.	23	24	25	26	27	28	29	30	31	32
DDE Tn6 FP inh	-5	4	0	12	-7	2	-2	3	5	-7
LEDGF integ inh	-5	1	-2	3	4	4	3	-2	-2	-1
MBD2 inh	-1	2	3	12	-6	-1	-4	2	-2	-3
SIAE inh	0	-3	-7	0	7	1	1	-1	-2	2
proKLK7 act	0.9	-0.6	-0.6	0.8	-0.8	0.3	0.6	-0.1	0.4	0.0
TCR CD3 inh	-4	9	1	1	-6	4	10	8	·	0
TDP2 inh	-7	7	1	-6	-32	10	8	6	3	7
Tn7 DDE FP	3	4	6	3	4	-2	-4	-9	0	-2
UHRF1 binding	0	15	0	20	-4	-2	1	-1	-2	-2
PRMT1 inh	2	-1	-1	0	-12	-3	0	-1	6	1

33. CN1C2CCCC1CC(NC(=O)c1nn(C)c3ccccc13)C2 (configuration not stated)
34. O=C(NC(Cc1ccccc1)C(=O)N1CCN(c2ccc(F)cc2)CC1)c1ccccc1 (configuration not stated)
35. Cc1ccc2c(c1)C(c1ccccc1)CC(=O)O2 (configuration not stated)
36. CCOC(=O)C1CCN(C(=O)Nc2ccc(C)c(Cl)c2)CC1
37. COc1ccc(-c2sc3ccccc3c2C#CCO)cc1
38. CC[C@]12c3[nH]c4ccc(OC)cc4c3CCN1C(=O)C(CC(=O)NCCCOC)C[C@@H]2C(=O)N1CCN(C(=O)c2ccco2)CC1 (some centres not stated)
39. Cc1ccc(NC(=O)CC(NCCN2CCOCC2)C(=O)O)cc1Cl (configuration not stated)
40. COc1cc2c(C(=O)N3CCN(c4ccccc4C)CC3)c(C)oc2cc1Br

screen / no.	33	34	35	36	37	38	39	40
DDE Tn6 FP inh	8	-1	1	3	3	4	5	-4
LEDGF integ inh	-2	-4	0	0	-5	-2	1	1
MBD2 inh	3	-3	-4	1	-6	-1	-2	7
SIAE inh	6	-1	4	2	-9	1	-4	14
proKLK7 act	0.1	-0.6	0.1	1.0	-1.5	0.9	0.1	-0.2
TCR CD3 inh	·	-4	3	1	10	4	-1	-13
TDP2 inh	1	-1	12	0	-7	16	-4	2
Tn7 DDE FP	0	5	6	-7	2	0	5	-6
UHRF1 binding	2	-1	0	0	-3	0	1	1
PRMT1 inh	2	3	-3	-2	1	-3	0	0

41. COCC(C)NC(=O)CSc1nc2ccccc2c(=O)n1CCc1ccc(S(N)(=O)=O)cc1 (configuration not stated)
42. CCO[C@H]1OC(C(=O)NCc2ccccc2)=C[C@@H](C2CC2)[C@@H]1CCCO
43. C[C@H]1CN([C@@H](C)CO)C(=O)c2cc(NC(=O)C3CCCCC3)ccc2O[C@H]1CN(C)Cc1ccc(-c2ccccc2)cc1
44. Cc1ccc(-n2c(-c3ccccc3)c[n+]3c2CCC3)cc1
45. COC(=O)C1CCN(C(=O)c2ccc3nc(-c4cccc(OC)c4)oc3c2)CC1

screen / no.	41	42	43	44	45
DDE Tn6 FP inh	-5	3	-5	-4	-3
LEDGF integ inh	2	-1	2	2	0
MBD2 inh	4	-4	3	-4	0
SIAE inh	-1	12	-3	-2	0
proKLK7 act	0.3	-0.5	0.4	1.0	0.0
TCR CD3 inh	-4	4	5	-2	5
TDP2 inh	-11	-7	-15	4	6
Tn7 DDE FP	-7	-2	0	-5	-2
UHRF1 binding	4	1	1	1	0
PRMT1 inh	-1	-1	-5	2	-1
